# p53 reactivator = qHTS assay for re-activators of p53 using a Luc reporter. H1299 p53-A138V BP100-luciferase reporter, luminescence, 24 h. Potency, µM (titrated, usually from 92.2 µM), without a hit: top-dose activity change, positive = activation, usual class: activators. actives 0.063% (n = 320,000); note: potency is the fitted concentration of half-maximal effect; % of control where 0% means no effect; nearly all actives have a fitted effect of over 45% in size
#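 H1299 (p53-null), stable ts p53-A138V + BP100-Luc; 1000 cells/well, Opti-MEM/10% FBS; cpd 4 pt, 1:5; 24 h, 37 deg C, 5% CO2; detection reagent 10 min RT; luminescence.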
# Rab9 prom act = qHTS Assay for Rab9 Promoter Activators | actives 2.8% (n = 320,000) | Huh7 Rab9 promoter-luciferase reporter, luminescence, 24 h | Potency, µM (doses to about 9.22 µM), without a hit: at the top dose activation, negative = inhibition, hits mostly activators | AID 485297, 2010; note: potency is the fitted concentration of half-maximal effect; % of control where 0% means no effect; nearly all actives have a fitted effect of over 60% in size
#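 Measured in stably transfected Huh7 cells bearing a Rab9 promoter–luciferase construct: 24 h compound treatment at 37 °C, followed by luminescence detection.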
# Giardia killer = Small Molecules that selectively kill Giardia lamblia: qHTS | Giardia lamblia trophozoite viability | activity change, % at 7.66 µM, hits read low | actives 0.15% (n = 340,000); in the data active = activity change below about -80%; inconclusive = between about -30% and that limit;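 note: parasites exposed to compound for two days anaerobically before the ATP read; % is set by controls: 0 for no effect and ±100 for the full control effect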
#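 Killing of trophozoites was scored by loss of ATP luminescence after a 48 hrs anaerobic exposure to compounds at 37 deg C, using 100 cells per well.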
# PKM2 activator = qHTS Assay for Activators of Human Muscle isoform 2 Pyruvate Kinase; Pyruvate kinase PKM (Homo sapiens), P14618; purified PKM2, Kinase-Glo ATP luminescence, activation; response scale: 0% is enzyme alone, no compound; Potency, µM (top dose mostly 57.5 µM), for inactives: top-dose activation, hits mostly activators; actives 0.34% (n = 260,000); AID 1631, 2009; note: potency is the fitted concentration of half-maximal effect; % is set by controls: 0 for no effect and ±100 for the full control effect; nearly all actives have a fitted effect of over 55% in size
# Target sequence (P14618 whole entry, looked up, canonical isoform): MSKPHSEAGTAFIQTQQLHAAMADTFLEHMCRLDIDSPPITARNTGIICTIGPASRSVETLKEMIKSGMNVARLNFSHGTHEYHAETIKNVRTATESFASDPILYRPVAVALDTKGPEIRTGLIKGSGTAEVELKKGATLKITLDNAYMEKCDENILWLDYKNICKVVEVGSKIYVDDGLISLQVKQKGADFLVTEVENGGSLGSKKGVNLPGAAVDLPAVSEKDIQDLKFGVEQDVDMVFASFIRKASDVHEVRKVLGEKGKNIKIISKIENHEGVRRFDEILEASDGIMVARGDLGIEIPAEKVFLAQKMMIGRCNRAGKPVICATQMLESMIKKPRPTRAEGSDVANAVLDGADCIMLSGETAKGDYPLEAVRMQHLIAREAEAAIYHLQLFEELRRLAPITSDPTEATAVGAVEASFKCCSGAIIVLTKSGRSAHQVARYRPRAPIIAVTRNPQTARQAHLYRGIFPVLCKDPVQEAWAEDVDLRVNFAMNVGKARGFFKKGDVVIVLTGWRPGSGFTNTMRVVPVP
#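 hPK-M2, >95% pure; 0.1 mM ADP / 0.5 mM PEP final; imidazole pH7.2 buffer w/ 7 mM MgCl2, 50 mM KCl; 1 h RT; Kinase-Glo lum. Intermediate enzyme activity for dual inhibitor/activator qHTS.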
# Menin-MLL TR inh = qHTS Assay for Inhibitors Targeting the Menin-MLL Interaction in MLL Related Leukemias: Competition With Texas Red Labeled MLL-derived Mutant Peptide | O00255 | Menin + Texas Red MLL mutant peptide, fluorescence polarization | Potency, µM (top dose mostly 61.6 µM), inactives show at the top dose FP activity change, negative = inhibition, hits mostly inhibitors | actives 0.23% (n = 270,000) | AID 1768, 2009; active = well fitted inhibition curve with a large enough effect in the polarisation, with a control signal flat, not every such curve was filed as active; inconclusive = small, poorly fitted or top-dose-only effect, or effect the other way, or a change in a side signal; inactive = no such curve, though single readings can be large or run the other way; the % refers to the polarisation; note: potency is the fitted concentration of half-maximal effect; % of control where 0% means no effect; many of its hits are not listed in these tables
# FLuc modulator = qHTS profiling assay for firefly luciferase inhibitor/activator using purifed enzyme and Km concentrations of substrates (counterscreen for miR-21 project). Potency, µM (top dose mostly 57.5 µM), inactives show top-dose activity change, negative = inhibition, most hits filed as inhibitors. actives 6.9% (n = 360,000). Luciferin 4-monooxygenase (Photinus pyralis), P08659. purified FLuc, Km substrates, luminescence inhibition;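 note: potency is the fitted concentration of half-maximal effect; plate controls were vehicle for no effect and reference inhibitor for full effect; nearly all actives have a fitted effect of over 55% in size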
# Target sequence (P08659 whole entry, looked up): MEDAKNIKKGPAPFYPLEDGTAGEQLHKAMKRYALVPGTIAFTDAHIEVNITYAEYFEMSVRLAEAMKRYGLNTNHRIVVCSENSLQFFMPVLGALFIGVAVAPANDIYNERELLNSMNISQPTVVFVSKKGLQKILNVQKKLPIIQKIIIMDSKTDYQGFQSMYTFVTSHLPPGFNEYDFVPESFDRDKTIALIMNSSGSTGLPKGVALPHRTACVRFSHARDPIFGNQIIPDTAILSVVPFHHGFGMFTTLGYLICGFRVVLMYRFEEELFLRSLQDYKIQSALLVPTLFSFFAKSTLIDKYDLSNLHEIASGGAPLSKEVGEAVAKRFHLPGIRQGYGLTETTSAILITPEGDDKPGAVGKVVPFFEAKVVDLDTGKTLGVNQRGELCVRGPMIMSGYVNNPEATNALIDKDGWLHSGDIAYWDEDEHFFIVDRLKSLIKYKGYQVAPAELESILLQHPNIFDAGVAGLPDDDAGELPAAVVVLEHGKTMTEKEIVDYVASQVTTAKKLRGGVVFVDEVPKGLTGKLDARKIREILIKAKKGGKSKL
#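 Purified P. pyralis luciferase, 10 nM final, with Km-level 10 uM D-luciferin and 10 uM ATP in 50 mM Tris acetate pH 7.5, 10 mM Mg acetate, 0.01% Tween-20, 0.05% BSA; 6-point qHTS titration about 60 µM downward; luminescence read.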
# RORgamma inh = qHTS for inhibitors of ROR gamma transcriptional activity | Potency, µM (series often up to 53.6 µM), for inactives: at the top dose activity change, negative = inhibition, hits mostly inhibitors | AID 2551, 2010 | actives 5.4% (n = 310,000) | Drosophila S2 Gal4-RORgamma UAS-luciferase reporter, 20 h; note: potency is the fitted concentration of half-maximal effect; % is set by controls: 0 for no effect and ±100 for the full control effect; nearly all actives have a fitted effect of over 60% in size
#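 Drosophila S2 cells stably expressing Gal4-DBD/mouse RORγ fusion under metallothionein promoter plus UAS-luciferase; compound 1 h, then 700 uM CuSO4 induction for 20 h at ambient temperature; inhibition read as reduced luminescence.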
# NPC1 promoter act = qHTS Assay for NPC1 Promoter Activators. actives 2.4% (n = 320,000). Potency, µM (highest dose often 9.22 µM), inactives show top-dose activation, actives largely listed as activators. Huh7 NPC1 promoter luciferase reporter, 24 h. AID 485313, 2010;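 note: potency is the fitted concentration of half-maximal effect; % of control where 0% means no effect; nearly all actives have a fitted effect of over 60% in size; reporter is driven by a mutant NPC1 promoter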
#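 Luciferase expression driven by the NPC1 promoter was measured in stably transfected Huh7 cells after a 24 h compound incubation, using a luciferase reagent and a luminescence read.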
# Gal4-VP16 FLuc = VP16 counterscreen qHTS for inhibitors of ROR gamma transcriptional activity. Drosophila S2 Gal4-VP16 UAS-luciferase, luminescence, 20 h. actives 3.5% (n = 310,000). AID 2546, 2010. Potency, µM (highest dose often 53.6 µM), inactives show top-dose activity, negative = inhibition, hits mostly inhibitors;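 note: Gal4-VP16 expression switched on by copper sulfate through the metallothionein promoter; potency is the fitted concentration of half-maximal effect; % is set by controls: 0 for no effect and ±100 for the full control effect; nearly all actives have a fitted effect of over 50% in size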
# ELG1 genotoxic = qHTS screen for small molecules that induce genotoxicity in human embryonic kidney (HEK293T) cells expressing luciferase-tagged ELG1 | actives 1.3% (n = 330,000) | Potency, µM (top dose mostly 46 µM), inactives show top-dose activity change, positive = activation, actives largely listed as activators | AID 504466, 2011 | HEK293T ELG1-luciferase reporter, luminescence, 16 h; note: potency is the fitted concentration of half-maximal effect; % of control where 0% means no effect; nearly all actives have a fitted effect of over 60% in size
#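 ELG1-luciferase HEK293T cells, 2,000/well; compound pinned in; 16 hr, 37 °C, 5% CO2; ONE-Glo, 30 min RT; luminescence on CCD imager.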
# BRCA1 expr act = qHTS Assay to Identify Small Molecule Activators of BRCA1 Expression | MCF7-BRCA1-FFLuc reporter, luminescence, 48 h; response scale: scaled: vehicle 0%, 10 µM genistein 100% | Potency, µM (titrated, usually from 46.1 µM), for inactives: top-dose activation, usual class: activators | actives 1.1% (n = 380,000); note: potency is the fitted concentration of half-maximal effect; nearly all actives have a fitted effect of over 80% in size; some results filed as inactive show a strong effect at the top dose
#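 MCF7-BRCA1-FFLuc, 2000 cells/well; 2 h attach, 37 °C/5% CO2; compound 48 h; luciferase substrate 15 min; luminescence end-point. Norm. to genistein 10 microM max activation and DMSO; concentration-response curves fitted.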
# * = called active by the depositor; ? = inconclusive; . = no result given; [ ] = remark or other dose. Unless noted, calls come from the whole dose curve; as a rule, active = well fitted curve in the direction sought with a large enough effect; inconclusive = small, poorly fitted or top-dose-only effect, or another doubt; inactive = no such curve, though single readings can be large; an effect the other way counts as inactive or inconclusive. These rows are one share of the data. The share of hits here may be higher or lower than overall.
# Values run as follows: p53 reactivator	Rab9 prom act	Giardia killer	PKM2 activator	Menin-MLL TR inh	FLuc modulator	RORgamma inh	NPC1 promoter act	Gal4-VP16 FLuc	ELG1 genotoxic	BRCA1 expr act
- CCOC(=O)c1ccc(NC(=O)CC2SCCNC2=O)cc1 (stereo not drawn)
    12%	?	-12	0%	11%	?	0%	?	-4%	?	?
- CCN(CC)CCN1C(=O)C(=O)/C(=C(/O)c2ccc(OC(C)C)cc2)C1c1cccs1 (stereo not drawn)
    30%	?	4	12%	.	?	26%	24%	9%	11%	76%
- O=c1[nH][nH]c(=O)n1-c1ccccc1
    5%	6%	-1	0%	8%	0%	-5%	-5%	-5%	-3%	-17%
- Cc1cccc(-c2ncc(CN3CCCC(CO)(Cc4cccc(Cl)c4)C3)cn2)c1 (stereo not drawn)
    3%	-1%	26	-3%	12%	-1%	23%	1%	10%	-1%	-6%
- CCCn1c(SCC(=O)N2CCCc3ccccc32)nc2c1c(=O)n(C)c(=O)n2C
    -16%	-6%	1	-12%	-5%	-8%	-23%	2%	-4%	-8%	-38%
- COC(=O)C1=CN(Cc2cccs2)C=C(C(=O)OC)C1c1cccc(O)c1
    -1%	-1%	-23	-1%	0%	5%	9%	-8%	-1%	0%	-25%
- CCOC(=O)N1CCN(C(=O)c2cc3c(-c4ccc(Cl)cc4)nn(C)c3s2)CC1
    4%	3%	-23	1%	-18%[11.7 µM]	5%	20%	-2%	0%	-11%	-50%
- COc1ccc(Br)c(C(=O)NCCC(C)C)c1
    -12%	-2%	7	-7%	5%	2%	12%	-4%	4%	1%	-13%
- CC(=O)c1cccc(NS(=O)(=O)c2ccc3c(c2)N(C(C)=O)CCO3)c1
    0%	-4%	3	.	.	1%	?	1%	-2%	-4%	-23%
- CC(C)c1nc2cc(C(=O)NC(c3cccnc3)C(F)(F)F)ccc2o1 (stereo not drawn)
    14%	12%	-8	.	.	-5%	?	-1%	6%	5%	6%
- CC(=O)Nc1cccc(/C(C)=N/NC(=O)c2ccc(O)cc2)c1
    3%	2%	-7	1%	12%	?	11µM*	4%	?	0%	9%
- CCN(CC(=O)NC)S(=O)(=O)c1ccc(C)cc1
    -14%	1%	-24	-12%	12%	1%	3%	-1%	-6%	0%	15%
- N#C/C(=C\c1cn(Cc2ccccc2C#N)c2ccccc12)C(=O)NCc1cccs1
    0%	-6%	.	0%	-17%	-3%	11%	-2%	-1%	-1%	.
- Cc1cccc(NC(=O)CCC(=O)OCc2ccc(Br)cc2)c1
    -8%	4%	6	-3%	9%	-1%	-31%	-4%	11%	3%	-10%
- Cc1cc(S(=O)(=O)Nc2ccc(N(C)C)cc2)c(C)s1
    6%	-6%	-13	0%	-6%	3%	5%	-1%	4%	3%	-24%

# In another format: results already given
SMILES	p53 reactivator	Rab9 prom act	Giardia killer	PKM2 activator	Menin-MLL TR inh	FLuc modulator	RORgamma inh	NPC1 promoter act	Gal4-VP16 FLuc	ELG1 genotoxic	BRCA1 expr act
O=c1[nH][nH]c(=O)n1-c1ccccc1	5%	6%	-1	0%	8%	0%	-5%	-5%	-5%	-3%	-17%
Cc1cccc(-c2ncc(CN3CCCC(CO)(Cc4cccc(Cl)c4)C3)cn2)c1 (stereo not drawn)	3%	-1%	26	-3%	12%	-1%	23%	1%	10%	-1%	-6%

# Continuation.
# Values run as follows: p53 reactivator	Rab9 prom act	Giardia killer	PKM2 activator	Menin-MLL TR inh	FLuc modulator	RORgamma inh	NPC1 promoter act	Gal4-VP16 FLuc	ELG1 genotoxic	BRCA1 expr act
- Cn1cnnc1SCc1ccc(C(=O)O)cc1
    -1%	0%	-15	-5%	-12%	0%	-12%	3%	-1%	1%	7%
- N#Cc1cc(-c2ccc(Cl)cc2)cnc1Sc1ccc(F)cc1
    2%	3%	-10	-3%	.	-3%	-5%	0%	-1%	13%	-25%
- COCCCNC(=O)Cc1c(C)c2cc3c(cc2oc1=O)OC(C)(C)CC3
    3%	-5%	-27	.	-24%	-18%	34%	-1%	-14%	0%	-10%
- CS(=O)(=O)N(CC(=O)NC1CCCC1)c1cccc(F)c1
    -2%	-1%	0	9%	5%	1%	-4%	-5%	-15%	0%	-4%
- Cc1cc(C)cc(NC(=O)c2snc3c(=O)[nH]cnc23)c1
    0%	3%	.	0%	9%	-1%	2%	0%	2%	-1%	.
- O=C(COC(=O)c1ccccc1O)Nc1cc([N+](=O)[O-])ccc1Cl
    -2%	-1%	19	-1%	.	0%	23%	-5%	-6%	5%	-7%
- C/C(CC(=O)Nc1cc(C)ccn1)=N\NC(=O)c1cccc(C)c1O
    ?	14%	-9	.	.	?	11µM*	-10%	5µM*	5.8µM*	34%
- Cc1cc(-c2ccccc2)nc(N(C)N)c1S(C)(=O)=O
    -2%	-4%	3	-1%	8%	-3%	28%	-4%	-6%	6%	-4%
- Cc1nc(-c2ccc(NC(=O)c3ccccc3)cc2)cs1
    -2%	-14%	-26	-3%	-22%	-1%	-35%	-7%	5%	-14%	?
- O=C(COc1ccc(-c2ccccc2)cc1)N/N=C/c1ccccc1Br
    3%	-1%	-5	0%	.	?	-10%	-3%	-12%	-1%	1%
- Cc1ccc(C)c(S(=O)(=O)NCc2ccc(C(=O)N3CCC(Cc4ccccc4)CC3)cc2)c1
    7%	2%	1	-1%	?	1%	40%	1%	-25%	-8%	-71%
- COc1ccc(OC)c(C2(O)CSC(=Nc3cccnc3)N2Cc2ccco2)c1 (stereo not drawn)
    1%	-7%	3	0%	-17%	-1%	?	-1%	?	-7%	-16%
- CC(=O)Nc1ccc(S(=O)(=O)N(C)Cc2ccccc2)cc1
    0%	-7%	-9	9%	19%	6%	?	-6%	25%	-8%	-2%
- CN(C)/C=C/C(=O)c1ccc(OCCN(C)c2ccccn2)cc1
    -2%	1%	-5	.	-16%	?	34%	-1%	6%	0%	0%
- COC(=O)c1cc(S(=O)(=O)NCC2CCN(Cc3cccc(Cl)c3)CC2)c[nH]1
    14%	1%	-15	.	.	2%	-21%	1%	-5%	1%	-1%

# Only NPC1 promoter act and FLuc modulator, for 2 of the compounds above:
smiles | NPC1 promoter act | FLuc modulator
COC(=O)c1cc(S(=O)(=O)NCC2CCN(Cc3cccc(Cl)c3)CC2)c[nH]1 | 1% | 2%
Cc1cc(S(=O)(=O)Nc2ccc(N(C)C)cc2)c(C)s1 | -1% | 3%

# RORgamma inh: entries above that show a hit
Compound | p53 reactivator | Rab9 prom act | PKM2 activator | Menin-MLL TR inh | RORgamma inh | NPC1 promoter act | BRCA1 expr act
CC(=O)Nc1cccc(/C(C)=N/NC(=O)c2ccc(O)cc2)c1 | 3% | 2% | 1% | 12% | 11µM* | 4% | 9%
C/C(CC(=O)Nc1cc(C)ccn1)=N\NC(=O)c1cccc(C)c1O | ? | 14% | . | . | 11µM* | -10% | 34%

# (next part)
# Values run as follows: p53 reactivator	Rab9 prom act	Giardia killer	PKM2 activator	Menin-MLL TR inh	FLuc modulator	RORgamma inh	NPC1 promoter act	Gal4-VP16 FLuc	ELG1 genotoxic	BRCA1 expr act
- O=C(Nc1nnc(C2CC2)s1)c1cccnc1Oc1ccc(Cl)cc1
    -6%	-1%	-1	4%	.	1%	-9%	1%	1%	1%	-8%
- Cc1ccccc1NS(=O)(=O)c1ccc(C(=O)NCCCN2CCCC2=O)cc1
    -8%	-4%	0	.	.	-1%	.	2%	.	-3%	-21%
- O=c1[nH]c(CSc2nnc3ccccn23)nc2ccccc12
    3%	1%	-2	-5%	-1%	-1%	-1%	-1%	2%	1%	11%
- COc1cc2c(cc1NC(=S)NC(=O)/C=C/c1ccco1)oc1ccccc12
    -1%	-3%	-10	0%	?	0%	3.2µM*	1%	5µM*	?	-18%
- COc1ccc(-n2c(COc3ccccc3)n[nH]c2=S)cc1
    9%	-4%	-10	-3%	-17%	-9%	7.1µM*	0%	-11%	-2%	-24%
- O=C(CSc1nnc(-c2ccc(S(=O)(=O)N3CCCC3)cc2)o1)NCc1ccco1
    3%	2%	6	17%	-22%	1%	?	-1%	3%	-1%	-40%
- Cc1cc(NS(=O)(=O)c2ccc(NC(=O)c3ccco3)cc2)no1
    -1%	-2%	-11	1%	0%	-1%	-17%	-2%	0%	3%	-12%
